D1 potentiator – enhances dopamine response at the human D1 receptor; potentiation, % at 10 µM; HEK293 TREx D1 cells, calcium flux, dopamine EC20 potentiation; P21728; AID 504651; actives 0.036% (n = 360,000); in the data active means potentiation above about 30%; further: 0% is about no effect
D2 antag – D2 dopamine receptor (human) antagonism; HEK293 TREx D2 cells, calcium flux, dopamine EC80; inhibition, % at 10 µM; actives 2% (n = 340,000); AID 485344; in the data active means inhibition above about 30%; further: 0% is about no effect
Target sequence (P14416 whole entry, looked up): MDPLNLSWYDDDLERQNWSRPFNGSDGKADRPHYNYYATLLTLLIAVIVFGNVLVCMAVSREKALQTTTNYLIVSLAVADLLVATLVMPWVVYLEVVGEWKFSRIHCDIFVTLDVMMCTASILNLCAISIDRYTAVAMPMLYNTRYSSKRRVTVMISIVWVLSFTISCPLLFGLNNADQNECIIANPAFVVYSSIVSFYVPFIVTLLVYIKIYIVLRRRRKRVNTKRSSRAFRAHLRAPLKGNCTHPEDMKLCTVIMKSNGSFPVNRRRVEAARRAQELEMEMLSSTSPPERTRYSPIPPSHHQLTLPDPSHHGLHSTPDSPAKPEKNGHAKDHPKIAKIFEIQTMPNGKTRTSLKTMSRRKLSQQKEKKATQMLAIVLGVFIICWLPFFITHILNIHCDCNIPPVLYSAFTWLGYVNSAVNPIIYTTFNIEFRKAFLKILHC
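Calcium mobilization kinetics were recorded at 1 s intervals in tetracycline-induced HEK293 T-REx D2 cells, first for 180 s after compound addition and then 180 s after EC80 dopamine.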
D2 potentiator – positive allosteric modulators of human D2 dopamine receptor | HEK293 T-REx D2, calcium flux, EC20 dopamine potentiation | potentiation, % at 10 µM | actives 0.34% (n = 340,000);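 active means potentiation over 3 SD above the plate norm, cut at about 30% in these data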; further: 0% is about no effect
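Tetracycline-induced HEK293 T-REx cells force-coupled to calcium signalling expressed D2; compounds were pin-added after a 10 s baseline, read kinetically 180 s, then an EC20 dopamine challenge followed with a further 180 s calcium read.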
RXFP1 antagonist – blocks the human relaxin receptor RXFP1; actives 0.59% (n = 350,000); HEK293-RXFP1, relaxin-stimulated cAMP HTRF, 30 min; active compounds read low; activity change, negative = inhibition, % at 57.5 µM; Q9HBX9;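 active means activity change of -60% or lower, but not beyond a set lower limit; inconclusive means change between -60% and -40%, or beyond the set limit; inactive means change above -40%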; further: on the % scale 0 is the no-effect control and ±100 the full control effect
TRHR PAM – TRH receptor (human) allosteric enhancement | TRHR cells, fluo-8 calcium fluorescence, EC20 TRH enhancement | enhancement, % at 2 µM | actives 0.66% (n = 360,000) | P34981; in the data active means enhancement above about 30%; further: 0% is about no effect
Target sequence (P34981 whole entry, looked up): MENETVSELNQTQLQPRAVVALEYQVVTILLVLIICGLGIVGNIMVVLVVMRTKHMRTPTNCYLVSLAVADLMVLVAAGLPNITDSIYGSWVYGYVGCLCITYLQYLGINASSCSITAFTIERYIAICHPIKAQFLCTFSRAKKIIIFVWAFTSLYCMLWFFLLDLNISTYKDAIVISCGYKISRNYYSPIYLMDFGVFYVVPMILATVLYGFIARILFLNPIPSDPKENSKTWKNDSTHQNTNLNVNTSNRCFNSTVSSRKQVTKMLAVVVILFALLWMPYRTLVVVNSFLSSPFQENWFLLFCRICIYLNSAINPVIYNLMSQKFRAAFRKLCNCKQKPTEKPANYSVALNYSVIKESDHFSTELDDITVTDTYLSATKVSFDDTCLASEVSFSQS
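TRHR-expressing cells loaded with fluo-8 calcium dye were read kinetically (ex 480/em 530) during compound addition, then stimulated with an EC20 of TRH (10 nM final). Enhancement of the Gq-mediated intracellular calcium response was scored.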
RXFP1 agonist – RXFP1 (human) receptor agonism; HEK293T-RXFP1 cAMP TR-FRET, 30 min; response scale: percent of porcine relaxin response, buffer zero; Potency, µM (doses to about 57.5 µM), inactives show at the top dose activation, actives largely listed as activators; actives 0.3% (n = 370,000); active means well fitted activation curve with a large enough effect; inconclusive means small, poorly fitted or top-dose-only effect; further: potency means the concentration at half of the fitted maximal effect; on the % scale 0 is the no-effect control and ±100 the full control effect; nearly all actives have a fitted effect of over 60% in size; many of its hits are not listed in these tables
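cAMP rise read by TR-FRET after 30 min, 37C compound exposure (up to 58 uM) in RXFP1-transfected HEK293 cells with Ro 20174 present. EC50 from Hill-equation fits, with 29 nM porcine relaxin as 100% and buffer as basal.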
D2 agonist – agonists of human D2 dopamine receptor; HEK293 T-REx D2 cells, calcium flux agonist mode; AID 485358; actives 0.53% (n = 340,000); activation, % at 2 µM;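 active means activation over 3 SD above normal in the single-dose calcium agonist read, cut at about 30% in these data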; further: 0% is about no effect
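Tetracycline-induced HEK293 Trex cells with D2 receptor force-coupled to calcium signaling, plated overnight at 30 C and loaded with no-wash calcium dye. Calcium flux read kinetically for 180 s after compound addition; responses flag agonists.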
D1 agonist – activates the human D1 dopamine receptor. P21728. activation, % at 2 µM. HEK293 T-REx D1 cells, calcium flux, agonist mode. actives 1% (n = 360,000); in the data active means activation above about 30%; further: 0% is about no effect
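Inducible HEK293 T-REx D1 cells, force-coupled to calcium signalling, were plated at 4000 cells/well with tetracycline and held overnight at 30 C. After no-wash calcium dye loading, compound-evoked calcium rise over 180 s flagged agonists.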
D1 antag – antagonists of human D1 dopamine receptor; P21728; HEK293 TREx D1 cells, calcium flux, dopamine EC80; active compounds read low; activity change, negative = inhibition, % at 10 µM; actives 3.2% (n = 360,000); AID 504652; in the data active means activity change below about -30%; further: on the % scale 0 is the no-effect control and ±100 the full control effect
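Kinetic fluorescence of a calcium dye serves as the read-out. D1-expressing Hek293 Trex cells, induced overnight at 30 C, are exposed to compound for 180 s before an EC80 dopamine addition, then read 180 s further.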
Starred values were filed as active, the others as inactive; ? = inconclusive; / = no result given; & = joins results of further samples. The list is partial (hit frequency here may not be typical).

The opening 4 records (preview)
nr	Molecule	D1 potentiator	RXFP1 antagonist	TRHR PAM	D2 agonist	D1 antag	D1 agonist	RXFP1 agonist	D2 potentiator	D2 antag
1	CCOC(=O)C(Cc1ccccc1)C(=O)Nc1ccc(NC(=O)C(Cc2ccccc2)C(=O)OCC)cc1 (configuration not stated)	-1	9	0	1.6	0	5	1.0%	-2	-3
2	COc1ccc(N2CCN(c3cnc4ccccc4n3)CC2)cc1	/	12	-6	0.6	1	6	-1.0%	3	5
3	COc1ccc(CNS(=O)(=O)c2cc3c(cc2C)n(C)c(=O)c(=O)n3C)cc1	1	-6	9	0.3	4	0	0.3%	-2	/
4	COc1cc(CNCCN(C)C)ccc1OCc1c(F)cccc1Cl	-10	-1	-1	-0.1	14	5	2.8%	-1	-6

The whole of this part, repeating the preview:
nr	Molecule	D1 potentiator	RXFP1 antagonist	TRHR PAM	D2 agonist	D1 antag	D1 agonist	RXFP1 agonist	D2 potentiator	D2 antag
1	CCOC(=O)C(Cc1ccccc1)C(=O)Nc1ccc(NC(=O)C(Cc2ccccc2)C(=O)OCC)cc1 (configuration not stated)	-1	9	0	1.6	0	5	1.0%	-2	-3
2	COc1ccc(N2CCN(c3cnc4ccccc4n3)CC2)cc1	/	12	-6	0.6	1	6	-1.0%	3	5
3	COc1ccc(CNS(=O)(=O)c2cc3c(cc2C)n(C)c(=O)c(=O)n3C)cc1	1	-6	9	0.3	4	0	0.3%	-2	/
4	COc1cc(CNCCN(C)C)ccc1OCc1c(F)cccc1Cl	-10	-1	-1	-0.1	14	5	2.8%	-1	-6
5	Cc1ccc(C)c(N2CCN(c3nc4ccccc4n4nnnc34)CC2)c1	-1	-15	-4	0.0	5	12	0.4%	2	/
6	CCN(CC)S(=O)(=O)c1ccc(O)c(C(=O)OCC(=O)NC2CCCC2)c1	-9	-6	-10	1.1	-66*	0	3.8%	-6	28
7	CCOC(=O)/C(C#N)=C/c1ccc(OCC(=O)Nc2ccccc2)c(OC)c1	-1	12	-3	0.0	-3	-1	?	0	27
8	CC(=O)/C(C(=N)N1CCN(c2cccc(Cl)c2)CC1)=C(\C)O	-1	-15	0	0.7	-14	1	-0.1%	-2	-19
9	CCOc1ccc2c(c1)[C@@H]1C=CC[C@@H]1[C@H](c1ccccc1Cl)N2	2	-7	7	0.5	16	4	2.2%	-8	/
10	COCCNC(=O)c1ccc(C2SCC(=O)N2CCc2ccccc2)cc1 (configuration not stated)	0	4	-2	1.0	-7	3	0.1%	1	19
11	O=c1[nH]c2ccccc2nc1Cc1ccc([N+](=O)[O-])cc1	-2	-6	7	0.8	-1	4	5.5%	-2	-10
12	Cc1ccc2c(c1)NCC(C(=O)NCc1ccccc1)O2 (configuration not stated)	-2	/	3	0.4	-11	-4	0.5%	3	2
13	O=c1[nH]c2ccccc2[nH]c1=O	23	11	1	0.0	16	8	5.1%	1	4
14	Cc1nc(Cl)cc(N/N=C/c2ccc(O)cc2O)n1	4	-5	-1	-0.7	5	2	-1.4%	10	2
15	O=C(Cc1ccccc1)NCCSCc1ccccc1	-4	10	1	-0.7	-8	2	-0.4%	3	-4
16	N#CCCN(C(=O)COC(=O)CNS(=O)(=O)c1ccc2ccccc2c1)c1ccccc1	/	-8	-1	0.8	-28	4	1.0%	2	-11
17	CSCc1c(C(=O)OCC(=O)c2ccc[nH]2)oc2ccccc12	-1	-9	10	-1.2	2	3	-0.3%	20	6
18	O=C(NCc1ccco1)c1c2c(nc3ccccc13)CCC2	-1	-1	4	0.4	-15	0	1.7%	-7	2
19	CCC(C(=O)O)n1ccc2cc(S(=O)(=O)N3CCCCC3)ccc21 (configuration not stated)	-2	-11	-7	/	5	-2	0.3%	-16	/
20	CNC(=O)C(=O)NCC(c1cccs1)S(=O)(=O)c1ccc(F)cc1 (configuration not stated)	-4	-2	-6	0.3	-10	5	0.1%	-10	-11

Next records follow:
nr	Molecule	D1 potentiator	RXFP1 antagonist	TRHR PAM	D2 agonist	D1 antag	D1 agonist	RXFP1 agonist	D2 potentiator	D2 antag
21	CC1=C(c2ccc(C)cc2)S(=O)(=O)NC1=NCCCN1CCN(c2cc(C)ccc2C)CC1	-2	-13	-3	-1.1	10	6	1.4%	5	/
22	CCCCNC(=O)CSc1nc2n[nH]c(C)c2c(=N)n1-c1cccc(Cl)c1C	-4&2	-17&-7	25&-6	0.6&-0.6	-6&-13	0&2	21%&14%	-4&-7	1
23	CCOC(=O)N1CCC(NC(=O)c2cc(S(=O)(=O)N3CCCCC3)ccc2F)CC1	-2	1	-4	0.4	20	4	1.1%	2	-15
24	Cc1sc(NC(=O)CSC2=NCCS2)nc1-c1ccccc1	-2	6	-15	0.1	14	0	-0.1%	0	9
25	S=C(NCCc1c[nH]c2ccccc12)NC1CCCCC1	-2	-9	-5	-0.6	-1	7	-0.1%	/	0
26	Cc1cc(C)nc(NS(=O)(=O)c2ccc(NC(=O)c3ccccc3O)cc2)n1	-2	/	7	-2.4	-11	0	3.9%	11	/
27	COC(=O)c1ccc(COc2ccccc2/C=N/NC(N)=O)o1	4	-9	10	0.1	-9	3	-1.8%	9	-16
28	CCCN1C(=O)CC(c2ccco2)Sc2ccccc21 (configuration not stated)	-11	-9	-2	-0.2	-18	0	0.0%	1	4
29	O=C(CSc1ncc(-c2ccc(F)cc2)n1Cc1ccco1)Nc1ccc2c(c1)OCO2	-10	-14	-10	1.2	-13	-1	1.6%	-16	37*
30	CCOc1ccc(-n2c(SCC(=O)Nc3ccc(CC)cc3)nc3c(oc4ccccc43)c2=O)cc1	0	/	5	0.8	6	-2	0.2%	7	/
31	CC(C)CN1CCNC(=O)C1CC(=O)NCCc1ccc(C(F)(F)F)cc1 (configuration not stated)	-5	-6	-9	-1.7	0	0	-2.4%	-4	17
32	Cc1ccc(CNC(=O)COC(=O)c2ccc(Br)cc2)cc1	-1	-10	6	1.0	-21	0	0.4%	19	1
33	CC1CC(C)(C)NC(=S)N1CCCC(=O)Nc1ccccc1F (configuration not stated)	-1	-9	-1	1.7	-16	4	-0.7%	7	1
34	CN(CC(=O)Nc1ccccc1Cl)CC(=O)Nc1c(F)cccc1F	-1	-6	-1	0.1	-7	1	-2.5%	3	12
35	CCc1ccc(NC(=O)CSc2nnc(CC)c(CC)n2)cc1	-3&-7	-17&-13	-1&1	-0.4&0.3	-15&-23	0&6	2.5%&0.2%	3&-4	-8
36	Nc1c(N(C(=O)Nc2ccc(Cl)c(Cl)c2)C2CCCC2)c(=O)[nH]c(=O)n1Cc1ccccc1	-10	/	-3	-0.3	-3	-1	2.4%	-18	26
37	CCOc1ccc(CCNC(=O)C2COc3ccccc3C2)cc1OCC (configuration not stated)	0	-25	4	0.7	-1	-1	2.1%	24	/
38	O=S(=O)(c1ccccc1)c1nc(-c2cccs2)oc1N1CCCCC1	1	3	36*	-0.3	3	1	0.4%	-1	/
39	CCN(CC(=O)Nc1cc(Cl)ccc1C)C(=O)CCOc1ccccc1C	-2	-11	-9	-0.4	8	1	0.7%	-14	31*
40	O=C(/C=C/Nc1ccc(S(=O)(=O)Nc2ncccn2)cc1)c1cccs1	0	3	-6	-0.7	-4	3	8.2%	2	-3

Continued.
nr	Molecule	D1 potentiator	RXFP1 antagonist	TRHR PAM	D2 agonist	D1 antag	D1 agonist	RXFP1 agonist	D2 potentiator	D2 antag
41	COc1ccccc1CN1CCN(C(c2ccccc2)c2ccccc2)CC1	-1	-26	-4	0.8	10	2	3.3%	-6	-26
42	Cc1nc(/N=C(\N)NC(=O)N2c3ccccc3Sc3ccccc32)nc2ccccc12	0	-3	9	0.4	-1	4	-0.2%	-3	-10
43	O=C(Nn1cnc2ccccc2c1=O)c1ccccc1	0	-13	1	0.8	-12	3	-0.2%	0	31*
44	Oc1ccc(/C=N/NC(=S)Nc2cccnc2)cc1	-8	3	-2	-0.6	14	3	3.1%	1	-20
45	Cc1nc(Cc2nnc(SCC(=O)N(C)c3ccccc3)o2)cs1	-1	-16	5	0.8	15	-1	-0.6%	3	1
46	COCCn1c(SC(C)C(=O)NC2CCCCC2C)nc2ccccc2c1=O (configuration not stated)	3	-9	-1	0.2	0	0	-0.4%	-11	24
47	COc1cccc(CNC(=O)CCC2CCCN(C(=O)c3cc(C)on3)C2)c1 (configuration not stated)	-3	1	6	0.2	-19	0	1.8%	-2	15
48	CCCNC(=O)C1CCC(CNS(=O)(=O)c2ccc3c(c2)N(C(C)=O)CCO3)CC1 (configuration not stated)	-6	-6	20	0.0	-7	3	2.3%	-2	13
49	O=C(NC1CCCCC1)Nn1c(-c2ccccc2)nc2ccccc2c1=O	-6	-7	1	0.5	-12	1	0.6%	16	-13
50	O=C(O)c1cc(-c2ccc(/C=N/N3C(=O)C4C5C=CC(CC5)C4C3=O)o2)ccc1Cl (configuration not stated)	-1	-8	6	1.2	1	1	-0.2%	8	-9
51	O=c1c2c([nH]c3ccccc13)CCCC2	0	-8	5	/	-6	3	0.4%	/	/
52	C=CCOC(=O)C1=C(C)NC(C)=C(C(=O)OCC=C)C1c1ccco1	-15	1	-6	-2.4	-30*	3	2.9%	-2	-23
53	COc1ccc(NC(=O)CCCn2c(=O)c3sccc3n(Cc3ccc(C)cc3)c2=O)cc1	-1	0	0	0.5	-1	2	-1.8%	-6	24
54	Cn1cnnc1Sc1ccc(C(=O)OCC(=O)Nc2ccccc2)cc1[N+](=O)[O-]	4	-4	-6	-1.3	-13	0	-1.6%	9	3
55	O=C(COC(=O)Cc1ccsc1)Nc1ccc(Cl)cn1	-6	-7	11	0.1	11	4	0.4%	-2	-28
56	CC(Nc1ncnc2c1cnn2-c1cccc(Cl)c1)c1ccccc1 (configuration not stated)	-4	?	1	-0.3	-18	9	4.3%	-6	/
